RGS4-Gao reg: modulates binding of RGS4 to human Galphao | Multiplexed bead flow cytometry; actives lie on both sides | binding response (% of control), % at 10 µM | 220,000 tested, 0.33% active | AID 1415; in the data active = binding response below about 49% or above about 150%; inactive = in between;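 note: fluorescent Galphao activated with aluminum fluoride binding bead-coupled RGS4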
Bcl-B Bim block: disrupts Bim peptide binding to human Bcl-B; Q9HD36; bead-based flow cytometry; inhibition, % at 10 µM; 190,000 tested, 0.073% active; AID 951;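 note: 0% = tracer peptide without compound and 100% = reference inhibitor peptide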
Target sequence (Q9HD36 whole entry, looked up): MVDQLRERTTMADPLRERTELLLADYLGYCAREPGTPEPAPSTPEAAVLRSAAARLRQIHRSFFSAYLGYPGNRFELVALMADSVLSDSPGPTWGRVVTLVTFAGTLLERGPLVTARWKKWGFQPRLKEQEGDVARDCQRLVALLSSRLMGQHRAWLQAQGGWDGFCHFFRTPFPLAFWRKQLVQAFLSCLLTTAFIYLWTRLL
Bfl-1 Bim block: inhibitors of Bim-Bfl-1 interaction, human; Bead-based flow cytometry, Bim-Bfl-1 binding inhibition; Q16548; AID 1008; 190,000 tested, 0.12% active; inhibition, % at 10 µM;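 note: 0% = wells without compound plus tracer and 100% = blocker peptide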
Bcl-2 Bim block: disrupts Bim peptide binding to human Bcl-2. P10415. inhibition, % at 10 µM. Bead-based flow cytometry, Bim peptide-Bcl-2 binding. 190,000 tested, 0.06% active; in the data active = inhibition above about 40%; inconclusive = no clear call, values can overlap the other calls;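 note: 0% = no compound wells with probe peptide and 100% = reference peptide inhibitor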
Target sequence (P10415 whole entry, looked up): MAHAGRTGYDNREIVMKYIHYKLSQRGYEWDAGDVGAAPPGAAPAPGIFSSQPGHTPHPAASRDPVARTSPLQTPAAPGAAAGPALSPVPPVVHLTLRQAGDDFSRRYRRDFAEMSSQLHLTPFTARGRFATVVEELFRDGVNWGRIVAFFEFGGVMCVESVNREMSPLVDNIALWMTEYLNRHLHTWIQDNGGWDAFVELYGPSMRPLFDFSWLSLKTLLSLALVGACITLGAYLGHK
Mcl1-Bid inh: Mcl-1/Bid interaction inhibition; Q07820; TR-FRET Mcl-1/Bid-Dy647 peptide binding, 1536-well; inhibition, % at 21.7 µM; 220,000 tested, 0.97% active;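 active = compounds that cut the binding signal by more than half at the single screening dose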;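 note: His-tagged Mcl-1 with europium anti-His antibody binding Bid BH3 peptide; 0% = Mcl-1 plus peptide wells and 100% = peptide-only wells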
Target sequence (Q07820 whole entry, looked up): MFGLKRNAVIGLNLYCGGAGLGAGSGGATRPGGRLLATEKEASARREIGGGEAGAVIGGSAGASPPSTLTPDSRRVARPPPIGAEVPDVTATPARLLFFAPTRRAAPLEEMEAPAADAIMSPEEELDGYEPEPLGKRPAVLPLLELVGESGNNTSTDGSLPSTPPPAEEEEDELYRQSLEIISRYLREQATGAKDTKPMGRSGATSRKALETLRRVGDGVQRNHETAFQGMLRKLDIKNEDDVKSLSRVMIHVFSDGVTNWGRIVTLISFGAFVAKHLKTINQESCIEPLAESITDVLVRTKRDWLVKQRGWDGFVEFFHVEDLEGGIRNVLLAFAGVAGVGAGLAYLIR
Bcl-W Bim block: inhibitors of Bim-Bcl-W interaction, human | bead-based flow cytometry, Bim peptide-Bcl-W binding | inhibition, % at 10 µM | 190,000 tested, 0.02% active;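 note: 0% = bound tracer without compound and 100% = peptide blocker; higher means less fluorescent Bim peptide bound to Bcl-W beads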
Target sequence (Q92843 whole entry, looked up): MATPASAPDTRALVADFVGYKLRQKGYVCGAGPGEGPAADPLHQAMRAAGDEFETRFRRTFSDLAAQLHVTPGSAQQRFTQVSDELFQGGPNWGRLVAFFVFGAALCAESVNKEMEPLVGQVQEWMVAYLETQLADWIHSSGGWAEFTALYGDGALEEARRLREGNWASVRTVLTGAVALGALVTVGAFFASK
Bcl-XL Bim block: inhibitors of Bim-Bcl-XL interaction, human; Q07817; Bim peptide-Bcl-XL binding, bead flow cytometry, fluorescence; inhibition, % at 10 µM; 190,000 tested, 0.04% active
Bim-Mcl-1: disrupts Bim peptide binding to human Mcl-1. Bead-based flow cytometry, Bim peptide-Mcl-1 binding. inhibition, % at 10 µM. 190,000 tested, 0.1% active. AID 1009;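 note: 0% = no compound tracer wells and 100% = peptide blocker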
RGS8-Gao reg: human RGS8-Galphao interaction regulation; multiplexed bead flow cytometry, RGS8-Galphao binding; actives lie on both sides; response (percent of control binding), % at 10 µM; 220,000 tested, 0.34% active; AID 1423; in the data active = response below about 60% or above about 140%; inactive = in between;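 note: Galphao activated as the GDP aluminium fluoride complex binding bead-coupled RGS8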
RGS7-Gao reg: regulators of human RGS7-Galphao interaction; Multiplexed bead flow cytometry, RGS7-Galphao binding; actives lie on both sides; 220,000 tested, 0.35% active; binding response (% of control), % at 10 µM; P09471; in the data active = binding response below about 49% or above about 150%; inconclusive = no clear call, values can overlap the other calls; inactive = in between;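 note: fluorescent Galphao held in activated GDP-AlF4 state binding bead-coupled RGS7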
Mcl1 Noxa PPI: Mcl-1/Noxa interaction inhibition | Q07820 | TR-FRET Mcl-1/Noxa peptide binding, 2 h | inhibition, % at 21.7 µM | 220,000 tested, 1.5% active | AID 1022;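 active = compounds that cut the protein-peptide binding signal by more than 50% relative to plate controls in a single-dose test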;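 note: His-tagged Mcl-1 with rhodamine Noxa BH3 peptide and terbium anti-His antibody; 0% = Mcl-1 plus Noxa peptide wells and 100% = peptide-only wells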
Active calls of the source: *; ? = inconclusive; / = no result given. Cut-off read from the data, not from the text of the source, unless noted: active = inhibition above about 40%.

RGS4-Gao reg,Bcl-B Bim block,Bfl-1 Bim block,Bcl-2 Bim block,Mcl1-Bid inh,Bcl-W Bim block,Bcl-XL Bim block,Bim-Mcl-1,RGS8-Gao reg,RGS7-Gao reg,Mcl1 Noxa PPI,compound
101.6,-11.0,-21.0,-10.0,-24.8,-1.0,-8.0,-2.0,101.5,99.0,-2.2,CSc1ccccc1C(=O)NC1CCCC1
101.1,/,/,/,-2.2,/,/,/,101.3,?,3.7,O=C(Nc1ccc(-c2csnn2)cc1)C(Cl)(Cl)Cl
103.2,-9.0,-7.0,-4.0,-3.0,-5.0,-5.0,-2.0,100.5,102.7,0.0,COc1ccc(N2CC(NC(=O)NC(C)(C)C)CC2=O)cc1 (configuration not stated)
89.3,-8.0,-6.0,-4.0,7.5,-4.0,0.0,0.0,79.1,89.5,21.7,CCCCSc1nnc(-c2cc3c(C(F)(F)F)nn(C)c3s2)n1C
97.4,-8.0,-14.0,-8.0,-15.4,-2.0,-10.0,-3.0,98.0,96.0,/,Cc1c(Cl)cnc(NC(=O)COC(=O)C(NC(=O)c2ccco2)C(C)C)c1Cl (configuration not stated)
100.6,-6.0,-6.0,-3.0,-64.2,0.0,-4.0,0.0,99.5,100.5,24.8,O=C1CC(N2CCN(c3ccc(O)cc3)CC2)C(=O)N1c1ccc2c(c1)OCO2 (configuration not stated)
103.5,-7.0,-4.0,-5.0,-6.2,0.0,-5.0,-2.0,99.9,98.6,1.5,CCOc1ccc(NC(=S)N(CCOC)C(C)c2cccnc2)cc1 (configuration not stated)
100.7,-2.0,0.0,0.0,1.6,0.0,0.0,0.0,91.2,101.5,2.9,COc1ccc(C(OC(=O)c2ccco2)C(=O)NCC2CCCO2)cc1 (configuration not stated)
101.5,0.0,-3.0,-4.0,-22.1,0.0,-1.0,0.0,97.9,100.4,14.6,O=C(CN(Cc1ccccc1)S(=O)(=O)c1ccc(F)cc1)NCCC1=CCCCC1
102.7,/,/,/,-9.3,/,/,/,99.8,?,7.1,O=C(CN1C(=O)C2CCCCC2C1=O)N1CCN(c2ncccn2)CC1 (configuration not stated)
93.6,-3.0,-1.0,2.0,-6.5,0.0,-3.0,-1.0,85.0,90.6,15.0,O=C(NCc1ccccc1)c1cccc(NS(=O)(=O)c2cccc3cccnc23)c1
95.7,-8.0,-11.0,-5.0,1.2,-3.0,-7.0,-2.0,96.8,93.7,52.0*,CCCC(C(=O)O)N1C(=O)/C(=C/c2cccn2C)SC1=S (configuration not stated)
101.6,-4.0,-3.0,1.0,-20.9,-3.0,-5.0,0.0,102.4,97.8,17.5,O=[N+]([O-])c1ccccc1Nc1ccc(O)cc1
101.0,/,/,/,1.3,/,/,/,99.8,?,15.1,CC(=O)c1sc(C(C)(C)C)cc1NC(=O)/C=C/C(=O)O
99.7,-3.0,0.0,-3.0,4.8,-3.0,-3.0,0.0,99.8,95.2,-2.7,CC1(C)CC(=O)C2=C(C1)NC(SCC(=O)Nc1ccccc1)=C(C#N)C21CCCCC1
101.1,-1.0,-3.0,-2.0,3.8,1.0,-2.0,1.0,99.7,97.7,12.2,CC(=O)c1ccc(NC(=O)c2c(C)nn(-c3ccccc3)c2Cl)cc1
99.1,-4.0,-20.0,-14.0,-26.2,-1.0,-2.0,0.0,101.2,99.8,16.2,O=C(COc1ccccc1)NCC(=O)N/N=C/c1ccco1
98.9,0.0,-5.0,0.0,-19.2,0.0,0.0,2.0,101.3,99.1,9.2,CCC(C)n1c(SCc2ccccc2)nc2ccsc2c1=O (configuration not stated)
99.7,-3.0,-5.0,1.0,-5.0,-3.0,-3.0,0.0,100.9,100.3,3.5,O=C(Cn1cc2c(n1)CCCC2)N1CCCC1
98.6,-7.0,-4.0,-3.0,-18.1,-3.0,-4.0,-1.0,102.4,?,8.4,COc1ccc(C(=O)NCc2nnc(SCC(=O)NO)n2Cc2ccccc2)cc1

5 entries from above, reformatted:
Structure	RGS4-Gao reg	Bcl-B Bim block	Bfl-1 Bim block	Bcl-2 Bim block	Mcl1-Bid inh	Bcl-W Bim block	Bcl-XL Bim block	Bim-Mcl-1	RGS8-Gao reg	RGS7-Gao reg	Mcl1 Noxa PPI
CC(=O)c1sc(C(C)(C)C)cc1NC(=O)/C=C/C(=O)O	101.0	/	/	/	1.3	/	/	/	99.8	?	15.1
CC1(C)CC(=O)C2=C(C1)NC(SCC(=O)Nc1ccccc1)=C(C#N)C21CCCCC1	99.7	-3.0	0.0	-3.0	4.8	-3.0	-3.0	0.0	99.8	95.2	-2.7
CC(=O)c1ccc(NC(=O)c2c(C)nn(-c3ccccc3)c2Cl)cc1	101.1	-1.0	-3.0	-2.0	3.8	1.0	-2.0	1.0	99.7	97.7	12.2
O=C(COc1ccccc1)NCC(=O)N/N=C/c1ccco1	99.1	-4.0	-20.0	-14.0	-26.2	-1.0	-2.0	0.0	101.2	99.8	16.2
CCC(C)n1c(SCc2ccccc2)nc2ccsc2c1=O (configuration not stated)	98.9	0.0	-5.0	0.0	-19.2	0.0	0.0	2.0	101.3	99.1	9.2

(cont.)
RGS4-Gao reg,Bcl-B Bim block,Bfl-1 Bim block,Bcl-2 Bim block,Mcl1-Bid inh,Bcl-W Bim block,Bcl-XL Bim block,Bim-Mcl-1,RGS8-Gao reg,RGS7-Gao reg,Mcl1 Noxa PPI,compound
116.6,-8.0,-7.0,-6.0,-33.5,1.0,0.0,-2.0,108.8,109.1,-1.4,COc1ccc(N2CCN(CCCNC(=O)c3cc4sccc4n3C)CC2)cc1
114.0,/,/,/,-100.6,/,/,/,105.7,?,34.6,CC(=O)Nc1ccc(-c2cc(N)n(-c3ccccc3)n2)cc1
104.3,-8.0,31.0,4.0,4.4,13.0,8.0,1.0,108.7,103.2,-7.3,O=C(CS(=O)(=O)c1ccccc1)Nc1ccc(Br)cn1
101.5,-8.0,-16.0,-11.0,-4.8,-2.0,-10.0,-3.0,99.8,102.7,6.0,Cc1cc(C(=O)NC(C)c2ccc3c(c2)OCO3)cs1 (configuration not stated)
102.2,-6.0,-1.0,-3.0,-27.2,-3.0,-2.0,-5.0,99.9,103.6,21.7,CCN(CC)S(=O)(=O)c1cc([N+](=O)[O-])ccc1NNC(=O)Nc1ccc(F)cc1
102.2,-5.0,-2.0,0.0,-30.9,-1.0,-2.0,-1.0,103.1,100.2,19.0,O=C(NC(=S)Nc1ccccc1O)c1ccc(Cl)cc1Cl
93.7,-8.0,0.0,2.0,-13.8,-4.0,-5.0,-4.0,100.7,95.6,10.5,CCCCCCc1cc2cc(C(=O)Nc3ccccc3OC)c(=O)oc2cc1O
100.2,-3.0,-4.0,-1.0,40.6,-2.0,-4.0,-4.0,101.3,103.0,14.7,CCOc1ccc(/C=N/NC(=O)CN2CCCCCCC2)cc1
105.3,-5.0,-8.0,-5.0,-16.9,0.0,-1.0,-2.0,104.7,106.0,7.1,CSCCC(NC(=O)c1ccccc1Br)C(=O)NCC1CCCCC1 (configuration not stated)
99.7,-3.0,-5.0,-6.0,-7.3,-1.0,-2.0,-4.0,98.9,101.2,1.6,Cc1ccc2nc(-c3cccs3)oc(=O)c2c1
101.2,-7.0,-17.0,-10.0,13.3,0.0,-7.0,-2.0,101.5,100.3,4.1,COCCN1C(=O)C(=O)/C(=C(/O)c2ccc3c(c2)OCCO3)C1c1ccc(C(=O)OC)cc1 (configuration not stated)
103.9,0.0,-2.0,4.0,-39.3,2.0,-3.0,0.0,101.4,105.8,11.7,Nc1ccccc1C(=O)NCc1ccc(F)cc1
90.2,-7.0,0.0,0.0,-20.8,-1.0,-5.0,-4.0,98.0,102.3,10.2,CCn1c(C)c(C(C)=O)c(N2CCN(c3ccc(OC)cc3)CC2)nc1=S
97.1,-7.0,-14.0,-1.0,-9.4,2.0,-6.0,-7.0,101.2,99.5,10.3,CSc1nc(-c2ccccc2)nn1C(=O)c1ccccc1
99.0,-4.0,6.0,1.0,-23.2,-1.0,0.0,-2.0,100.0,99.1,-3.3,Nc1nc(-c2ccco2)nn1C(=O)c1ccc([N+](=O)[O-])cc1
102.5,-1.0,-2.0,0.0,-12.1,1.0,-1.0,-1.0,105.5,100.5,8.9,O=C1OC(OC(=O)c2ccccc2Br)C(N2CCOCC2)=C1Cl (configuration not stated)
90.1,-4.0,-16.0,-6.0,4.8,0.0,-2.0,0.0,76.6,87.6,12.9,O=[N+]([O-])c1ccc(COc2ccc(-c3[nH]ncc3-c3ccccc3)c(O)c2)cc1
103.0,-5.0,-7.0,-3.0,18.1,2.0,-10.0,0.0,102.5,102.8,0.2,Cc1nn(-c2ccc(Cl)c(Cl)c2Cl)c(=O)c2ccccc12
108.9,/,/,/,-7.4,/,/,/,101.5,?,-0.7,CCCC(=O)C1=C(O)C(C(=O)OC)C(C)(C)CC1=NCCCCCC(=O)O (configuration not stated)
97.7,-2.0,-5.0,-2.0,-20.7,-1.0,-4.0,-3.0,104.1,98.4,3.8,COc1ccc(C(=O)NCCC2=CCCCC2)cc1
103.4,-8.0,-3.0,-5.0,-9.7,-5.0,-6.0,-2.0,105.4,107.3,2.1,COc1ccc(C2(CNC(=O)C(c3ccccc3)c3ccccc3)CCOCC2)cc1OC
100.8,-3.0,-8.0,-4.0,2.4,1.0,-3.0,0.0,101.4,97.9,16.8,CC1(C)Cc2c(C#N)c(SCCC#N)nc(N3CCOCC3)c2CS1
100.8,-10.0,-8.0,-1.0,-28.5,-7.0,-20.0,-5.0,100.8,101.1,-8.1,CC(/C=N/NC(=O)c1cc(-c2ccc(C)s2)[nH]n1)=C\c1ccccc1
91.8,-2.0,-8.0,-4.0,-6.9,-5.0,1.0,-4.0,81.3,91.6,25.9,CCOc1ccc(C(=O)NCC(=O)OC(C)C(=O)NCc2ccco2)cc1OCC (configuration not stated)
99.7,-9.0,-6.0,-7.0,-19.0,-4.0,-3.0,-1.0,98.8,?,-6.8,CC(C(=O)NC1CC(C)(C)NC(C)(C)C1)c1ccc([N+](=O)[O-])cc1 (configuration not stated)
100.4,-10.0,-18.0,-20.0,-4.6,0.0,-5.0,-3.0,98.4,98.9,1.4,Cc1cnc(NC(=O)CSc2nnc(-c3ccccc3)o2)s1
103.2,-9.0,-13.0,-8.0,2.4,-3.0,-4.0,0.0,101.9,101.5,-0.8,O=C(CS(=O)(=O)Cc1ccccc1)N1CCN(Cc2ccc3c(c2)OCO3)CC1
89.9,-3.0,-2.0,-3.0,-30.2,-4.0,-2.0,-3.0,101.5,94.0,20.1,COc1ccc2nc(Sc3c([N+](=O)[O-])nc(C)n3Cc3ccccc3)[nH]c2c1
101.9,-6.0,-11.0,-8.0,15.0,-1.0,-11.0,-1.0,99.4,96.8,-6.6,COCCOc1nc2c(c(=O)n(C)c(=O)n2C)n1Cc1cccc(OC)c1
98.1,-1.0,-2.0,0.0,4.7,4.0,3.0,1.0,98.7,93.9,6.3,Cc1ccc2c(CSc3nnnn3C)cc(=O)oc2c1
93.7,-5.0,0.0,1.0,-51.3,0.0,-2.0,-2.0,95.3,91.8,2.0,N#C/C(=C\c1ccc(Cl)cc1)c1nc(-c2ccco2)cs1
99.6,-9.0,-17.0,-11.0,-6.7,-1.0,-9.0,-4.0,102.8,105.0,16.0,COn1c(=S)[nH]c2ccccc2c1=O
97.9,3.0,-1.0,-3.0,-7.7,2.0,4.0,-1.0,99.7,100.5,14.3,Cc1ccc(NC(=O)c2ccccc2F)nc1
100.5,-3.0,0.0,0.0,-31.9,4.0,0.0,2.0,100.7,107.5,-9.8,Cc1cc(C)nc(NC(=S)Nc2cccc(Cl)c2Cl)c1

Screens from PubChem.
